# Screening results: PubChem, several laboratories
# CHRM5 agonist: agonists of human muscarinic M5 receptor (CHRM5) | CHO-K1 hM5 cells, Fluo-8 calcium fluorescence; 0% DMSO wells, 100% maximal acetylcholine response | activation, % at 3 µM | hit rate 0.19% among 360,000 | AID 624037;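 active = activation above the run's mean over test compounds plus 3 SD, cut at about 23% in these data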;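 also: signal is peak over basal fluorescence ratio across the kinetic read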
# M1 PAM: potentiates human M1 receptor response to acetylcholine; P11229; hit rate 0.088% among 360,000; CHO-K1 hM1, Fluo-8 calcium fluorescence, ACh EC20; 0% = ACh EC20, 100% = maximal ACh; activation, % at 3 µM; in the data active = activation above about 19%, passing the limit was not always enough
# Target sequence (P11229 whole entry, looked up): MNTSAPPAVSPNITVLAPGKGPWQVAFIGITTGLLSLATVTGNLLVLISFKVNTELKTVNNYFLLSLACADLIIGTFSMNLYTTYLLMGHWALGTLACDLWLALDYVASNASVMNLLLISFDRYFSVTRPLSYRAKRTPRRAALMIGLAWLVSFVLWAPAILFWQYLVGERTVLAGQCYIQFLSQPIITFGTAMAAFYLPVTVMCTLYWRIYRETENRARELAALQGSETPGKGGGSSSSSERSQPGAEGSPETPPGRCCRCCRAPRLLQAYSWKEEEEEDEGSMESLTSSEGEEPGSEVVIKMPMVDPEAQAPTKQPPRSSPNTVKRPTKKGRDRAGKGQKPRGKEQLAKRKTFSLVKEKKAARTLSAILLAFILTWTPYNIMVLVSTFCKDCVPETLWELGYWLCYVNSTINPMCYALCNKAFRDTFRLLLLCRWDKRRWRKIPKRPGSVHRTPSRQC
# CRFBP-R2 agonist: agonists of human CRF-binding protein/CRF-R2 receptor complex. activation, % at 13.2 µM. hit rate 0.46% among 350,000. HEK293 CRF-R2/CRF-BP, calcium dye fluorescence (FLIPR); percent of saturating CRF peptide response. AID 588473;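 active = activation of at least 50%, plus an integration ratio under a set limit after plate pattern correction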;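 also: plate controls were neutral control wells without compound for no effect and CRF at EC100 for full effect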
# M5 PAM: potentiates acetylcholine response at human M5 receptor. AID 624038. hit rate 0.3% among 360,000. activation, % at 3 µM. CHO-K1 hM5, Fluo-8 calcium, ACh EC20 PAM; 0% = ACh EC20, 100% = ACh EC100. P08912;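 active = activation above the run cutoff, the mean activation of all test compounds plus 3 SD, cut at about 18% in these data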
#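 Assay system – human M5 receptor in CHO-K1 cells · Read-out – % activation, ACh-normalized · Technique – Fluo-8 calcium fluorescence · Dosing – single-point, 3 µM nominal · Incubation – Fluo-8 loading 80 min at 37 °C plus 30 min room temperature · Repeats – singlicate, one well per test compound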
# CHRM4 agonist: CHRM4 agonism in calcium assay. activation, % at 3 µM. hit rate 0.14% among 360,000. AID 624127. CHO-K1 hM4/Gqi5, Fluo-8 calcium fluorescence; vehicle 0%, full acetylcholine response 100%. P08173;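 active = activation above the run mean over all test wells plus 3 SD, cut at about 32% in these data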;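 also: peak over basal fluorescence ratio per well then scaled between controls; 0% = DMSO wells and 100% = acetylcholine at EC100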
# Target sequence (P08173 whole entry, looked up): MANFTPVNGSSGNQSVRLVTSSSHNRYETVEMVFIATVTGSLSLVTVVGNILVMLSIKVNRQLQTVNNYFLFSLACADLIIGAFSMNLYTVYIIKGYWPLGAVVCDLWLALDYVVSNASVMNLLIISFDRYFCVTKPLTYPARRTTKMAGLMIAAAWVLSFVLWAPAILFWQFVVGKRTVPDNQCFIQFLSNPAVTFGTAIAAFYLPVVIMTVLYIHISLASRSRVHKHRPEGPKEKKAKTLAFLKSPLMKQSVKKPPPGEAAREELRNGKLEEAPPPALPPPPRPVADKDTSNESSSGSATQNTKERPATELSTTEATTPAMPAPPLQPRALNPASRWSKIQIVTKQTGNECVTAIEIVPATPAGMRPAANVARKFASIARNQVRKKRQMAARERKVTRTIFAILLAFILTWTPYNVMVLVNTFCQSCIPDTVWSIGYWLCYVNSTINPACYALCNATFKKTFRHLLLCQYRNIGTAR
# CRFR2-BP antag: blocks CRF-induced signaling of the CRF-BP/CRF-R2 complex; HEK293 CRF-R2/CRF-BP, CRF-induced calcium fluorescence; inhibition, % at 11.8 µM; hit rate 0.59% among 350,000; AID 588475;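 active = inhibition of the ligand-induced calcium signal above about 50% at the single tested concentration, limit read from the data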
# CHRM4 PAM: positive allosteric modulators of human muscarinic M4 receptor; P08173; AID 624126; hit rate 0.4% among 360,000; activation, % at 3 µM; CHO-K1 hM4/Gqi5, Fluo-8 calcium fluorescence, ACh EC20; 0% = ACh EC20, 100% = maximal ACh;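 active = activation above its plate's cutoff, the mean activation of sample wells plus 3 SD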; also: some results filed as inactive read as strong as hits
# CHRM4 antagonist: blocks acetylcholine activation of human M4 receptor; P08173; CHO-hM4 cells, ACh EC80, Fluo-8 calcium fluorescence; inhibition, % at 3 µM; hit rate 0.73% among 360,000; AID 624125;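 active = inhibition above its plate's cutoff, the mean inhibition of sample wells plus 3 SD, cut at about 27% in these data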;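 also: 0% = acetylcholine EC80 with DMSO and 100% = DMSO without agonist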
# M5 antag: blocks acetylcholine activation of human M5 receptor; CHO-hM5 cells, Fluo-8 calcium fluorescence, ACh EC80; inhibition, % at 3 µM; hit rate 0.59% among 360,000; AID 624040; P08912;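 active = inhibition above a per-plate cutoff, the mean of that plate's test compounds plus 3 SD, cut at about 27% in these data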;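 also: 0% = acetylcholine EC80 with DMSO and 100% = DMSO without agonist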
# An asterisk follows results filed as active; . = not tested or not shown; & = joins results of further samples. Hits appear at their usual frequency; any-hit rate near 2.6%.
Compound,M5 antag,CHRM4 agonist,CRFBP-R2 agonist,CHRM5 agonist,M1 PAM,CHRM4 antagonist,M5 PAM,CRFR2-BP antag,CHRM4 PAM
CC(=C/c1ccco1)/C=N/NC(=O)c1ccncc1,1,0,-1.9,0,8,0,3,7,3
CC(C)(C)OC(=O)N1CCC(C(=O)N2CCOCC2)CC1,-7,1,6.2,1,5,-13,8,-7,1
Cc1nnc(NC2=NCCC2)o1,-8,1,0.9,0,7,-5,4,-8,3
N#C/C=C(/c1ccc(F)cc1)N1CCOCC1,-6,1,-1.8,2,5,-3,6,2,1
COc1ccc(CC(=O)N2N=C(C)CC2(O)c2cccnc2)cc1 (stereo not given),7,0,-0.1,-1,6,0,-6,-6,-1
CCN(/C=N/c1sc2c(c1C#N)CC(C)(C)NC2(C)C)CC,-7,3,-1.0,3,4,4,-2,17,1
O=C(Nc1ccc(C(F)(F)F)cc1)c1ccccc1Br,8,2,-0.3,-9,0,2,0,10,-6
COc1ccc([N+](=O)[O-])cc1NC(=O)COC(=O)C12CC3CC(CC(O)(C3)C1)C2,-4,3,-0.6,0,4,-4,-5,-15,1
CC(=O)NC(Cc1cnc[nH]1)C(=O)O (stereo not given),1,0,-0.9,0,4,4,0,5,-4
Oc1ccc(/C=N/Nc2cc(N3CCOCC3)nc(N3CCOCC3)n2)cc1O,11,2,-3.7,4,11,-1,-4,-13,4
COC(=O)c1ccc2nc(-c3ccc(OC)c(OC)c3)c(Cc3ccsc3)n2c1,-4,1,.,5,5,-8,9,.,9
CCOc1ccc(S(=O)(=O)Nc2ccccc2C(=O)N2CCCC2)cc1,3,2,-0.3,-2,8,-5,-5,-1,3
COc1ccc(OC)c(-c2csc(NC(=O)COC(=O)C3(C)CC3(Cl)Cl)n2)c1 (stereo not given),21,-1,-1.1,-10,-8,10,-8,0,-4
CCN1/C(=C\C(C)=O)Sc2ccc(OC)cc21,5,0,-1.2,-1,5,-1,-2,1,9
COc1ccc(NC2c3ccccc3C(=O)N2c2ccccn2)cc1 (stereo not given),-2,1,-1.3,-1,6,0,11,-9,13
Cc1ccc(N(Cc2cc3ccc(C)cc3[nH]c2=O)C(=O)c2ccco2)c(C)c1,2,0,-0.3,3,8,-8,-1,5,12
CC12CCC(=O)N1C(C(=O)NNC(=O)c1ccccc1Cl)CS2 (stereo not given),6,1,-0.8,3,14,-1,4,9,8
O=C(C1=COCCO1)N1CCN(S(=O)(=O)c2cccc(F)c2)CC1,-5,2,0.7,3,6,0,0,1,5
CNC(=O)c1cc2c(-c3ccccc3)nn(C)c2s1,1,5,0.3,6,2,-8,-8,-14,-1
C=CCn1c(SCC(=O)Nc2ccccc2)nnc1-c1cccc(S(=O)(=O)N2CCOCC2)c1,7,2,1.6,-1,10,-3,2,12,4
O=C(NCCCn1ccnc1)C(=O)NCC1OCCN1S(=O)(=O)c1ccc(Cl)cc1 (stereo not given),2,1,-4.0,-1,-1,5,0,38,-2
O=C(Cc1cccs1)N1CCN(c2cccc(Cl)c2)CC1,-3,3,-5.3,-1,5,-8,-4,-35,6
O=C(Nc1nccs1)c1ccc(-c2ccc([N+](=O)[O-])cc2)o1,-7,1,6.1,0,7,-7,6,2,6
N#CCSC1=Nc2ccccc2C2=NC(CCC(=O)N3CCN(c4ccccc4)CC3)C(=O)N12 (stereo not given),0,2,-0.6,-7,8,0,0,11,1
Cc1ccc(C(=O)C2=C(O)C(=O)N(Cc3ccco3)C2c2cccc(Cl)c2)o1 (stereo not given),3,-1,-0.2,-4,11,3,2,-5,2
O=C(Nc1ccccc1N1CCCCC1)c1cc(S(=O)(=O)N2CCOCC2)ccc1Cl,3,1,44,-5,-5,5,-3,-10,-8
Cc1ccc(C(=O)N2CCN3C(=O)c4ccccc4C23c2ccccc2)cc1 (stereo not given),19,11,-0.4,-1,-4,5,-12,9,-5
CN(C(=O)CSc1nc2ccccc2[nH]1)C1CCS(=O)(=O)C1 (stereo not given),2,0,-0.3,0,5,17,3,-7,4
COc1ccc(C(=O)OCC(=O)c2ccc(CNC(C)=O)s2)cc1,8,2,-2.1,2,7,4,-1,-11,6
O=C(NNC(=O)c1ccncc1)Nc1cccc([N+](=O)[O-])c1,-4,1,-0.7,-2,-5,0,1,-3,-7

# In another format: entries from further up
# Values run as follows: M5 antag | CHRM4 agonist | CRFBP-R2 agonist | CHRM5 agonist | M1 PAM | CHRM4 antagonist | M5 PAM | CRFR2-BP antag | CHRM4 PAM
O=C(C1=COCCO1)N1CCN(S(=O)(=O)c2cccc(F)c2)CC1
→ -5 | 2 | 0.7 | 3 | 6 | 0 | 0 | 1 | 5
CNC(=O)c1cc2c(-c3ccccc3)nn(C)c2s1
→ 1 | 5 | 0.3 | 6 | 2 | -8 | -8 | -14 | -1
C=CCn1c(SCC(=O)Nc2ccccc2)nnc1-c1cccc(S(=O)(=O)N2CCOCC2)c1
→ 7 | 2 | 1.6 | -1 | 10 | -3 | 2 | 12 | 4
O=C(NCCCn1ccnc1)C(=O)NCC1OCCN1S(=O)(=O)c1ccc(Cl)cc1 (stereo not given)
→ 2 | 1 | -4.0 | -1 | -1 | 5 | 0 | 38 | -2
O=C(Cc1cccs1)N1CCN(c2cccc(Cl)c2)CC1
→ -3 | 3 | -5.3 | -1 | 5 | -8 | -4 | -35 | 6
O=C(Nc1nccs1)c1ccc(-c2ccc([N+](=O)[O-])cc2)o1
→ -7 | 1 | 6.1 | 0 | 7 | -7 | 6 | 2 | 6
N#CCSC1=Nc2ccccc2C2=NC(CCC(=O)N3CCN(c4ccccc4)CC3)C(=O)N12 (stereo not given)
→ 0 | 2 | -0.6 | -7 | 8 | 0 | 0 | 11 | 1
Cc1ccc(C(=O)C2=C(O)C(=O)N(Cc3ccco3)C2c2cccc(Cl)c2)o1 (stereo not given)
→ 3 | -1 | -0.2 | -4 | 11 | 3 | 2 | -5 | 2
O=C(Nc1ccccc1N1CCCCC1)c1cc(S(=O)(=O)N2CCOCC2)ccc1Cl
→ 3 | 1 | 44 | -5 | -5 | 5 | -3 | -10 | -8
Cc1ccc(C(=O)N2CCN3C(=O)c4ccccc4C23c2ccccc2)cc1 (stereo not given)
→ 19 | 11 | -0.4 | -1 | -4 | 5 | -12 | 9 | -5
CN(C(=O)CSc1nc2ccccc2[nH]1)C1CCS(=O)(=O)C1 (stereo not given)
→ 2 | 0 | -0.3 | 0 | 5 | 17 | 3 | -7 | 4
COc1ccc(C(=O)OCC(=O)c2ccc(CNC(C)=O)s2)cc1
→ 8 | 2 | -2.1 | 2 | 7 | 4 | -1 | -11 | 6
O=C(NNC(=O)c1ccncc1)Nc1cccc([N+](=O)[O-])c1
→ -4 | 1 | -0.7 | -2 | -5 | 0 | 1 | -3 | -7

# Next part:
Compound,M5 antag,CHRM4 agonist,CRFBP-R2 agonist,CHRM5 agonist,M1 PAM,CHRM4 antagonist,M5 PAM,CRFR2-BP antag,CHRM4 PAM
CC(=O)c1ccc(N(C(=O)Cn2nnc3ccccc32)C(C(=O)NC2CCCCC2)c2cn(C)nc2C)cc1 (stereo not given),-2,0,1.0,1,2,-4,0,-6,3
CCN(CC)S(=O)(=O)c1ccc(C(=O)NCCOC(=O)c2ccc(F)cc2F)cc1,17,8,-0.1,0,4,6,-3,-4,-10
CC1CC(=Cc2ccc(N)cc2)C(=O)O1 (stereo not given),-1,1,0.6,0,4,-12,4,2,5
COC(=O)c1ccc(NC(=O)CCN2CCCCC2)cc1,9&7,0&1,1.8&0.8,-2&-2,5&11,14&4,-3&4,15&-3,-4&12
O=C(c1ccco1)N1CCN(c2ncnc3sc4c(c23)CCC4)CC1,-1,9,-2.1,-5,-6,1,-10,3,5
O=C(Nc1cc(F)ccc1F)c1ccc2c(=O)n3c(nc2c1)CCC3,-2,1,2.2,2,6,5,-2,0,4
C=CCn1c(SCc2csc(C)n2)nc2sc3c(c2c1=O)CCCCC3,-2,-2,1.8,-1,-5,0,-6,0,-6
CCC(C)[C@@H](C(=O)Nc1ccc2c(c1)OCO2)N1Cc2ccccc2C1=O (stereo not given in full),0,-2,-0.2,-2,0,-19,-3,-2,19*
COc1ccccc1CN(Cc1nc2ccccc2c(=O)[nH]1)C(=O)Nc1ccccc1C,-5,3,-0.9,1,-10,-5,-2,-17,7
COc1ccc(CCN(C)C(=O)C2CCCN(Cc3ccc(OC)c(OC)c3)C2)cc1OC (stereo not given),0&-14,0&1,-1.3,-2&1,5&7,-10&-1,7&4,4,12&-2
COC(=O)CN(C#N)c1nc(N(C)C)nc(N(C)C)n1,10,1,2.4,-1,13,-6,-2,-15,7
CC(C)CNC(=S)N1CCC(C(=O)c2ccc(F)cc2)CC1,-2,5,0.6,5,4,-2,-1,-1,-2
CC1(C)C(c2cccs2)=[N+]([O-])C2(CCCCC/C2=N\NC(N)=O)N1O (stereo not given),0,0,4.2,1,0,11,1,22,-10
CCOC(=O)N1CCN(C(=O)COC(=O)c2ccc(S(=O)(=O)N(CC)CC)cc2)CC1,7,1,-1.0,4,3,-9,-3,8,6
O=C(Nc1ccccc1CC[N+](=O)[O-])N1CCN(c2ccccc2)CC1,7,2,-1.1,-2,-3,-6,-5,10,10
CN(NC(=O)C(C)(C)C)c1nc(-c2ccccc2)nnc1C(F)(F)F,-3,0,-0.2,-2,3,-5,1,0,0
O=C(COC(=O)c1ccco1)NCCNC(=O)COC(=O)c1ccco1,6,0,1.4,-1,12,14,8,7,19*
COc1ccccc1N1CCN(C(=O)C(=O)N/N=C/c2cccc(O)c2)CC1,-5,4,-0.9,4,11,-4,5,8,4
COc1cc(C(=O)NC2CC(C)(C)Cc3c2cnn3-c2ccccc2)cc(OC)c1OC (stereo not given),3,-1,0.0,-2,6,-2,0,57*,4
O=C(C(=S)N1CCOCC1)c1c[nH]c2ccccc12,-7,0,1.7,-9,9,-20,5,14,-6
CN(C(=O)COC(=O)/C=C/c1cn(-c2ccccc2)nc1-c1ccc2c(c1)OCCO2)C1CCS(=O)(=O)C1 (stereo not given),12,5,2.7,-2,0,4,-5,-4,-12
CCOC(=O)c1ccc(NC(=O)N2CCN(c3cccc(OC)c3)CC2)cc1,1,19,0.0,1,-7,-11,-14,0,-16
Cc1cccc(NC(=O)NNC(=O)c2ccc3ccccc3c2)c1,13,1,-0.9,-3,6,5,-2,4,-5
O=C(OC1CCN(c2ncc(C(F)(F)F)cc2Cl)CC1)c1ccc(Cl)cc1,-1,0,3.4,-1,-2,-4,-1,-8,2
COc1ccccc1/C=N/NC(=O)c1ccccc1Cl,1,1,-0.5,-2,3,-1,-3,-5,-3
COc1cccc2cc(C(C)N(CCCN3CCOCC3)C(=S)Nc3ccccc3C)oc12 (stereo not given),6,0,-2.6,-6,7,-5,0,-2,-4
CCOC(=O)c1ccc(NC(=O)CN2CCc3ccccc3C2)cc1,-6,0,-0.1,-3,-9,6,5,-3,-9
COc1cccc(C2=NN(S(C)(=O)=O)C(c3cccs3)C2)c1 (stereo not given),5,2,5.0,1,9,4,0,2,-2
Cc1ccc(N/N=C(\C#N)C(=O)c2ccsc2)cc1,5,8,1.1,7,3,-4,-3,12,-5
